High-throughput results deposited in PubChem BioAssay by several laboratories.
TRAIL sens C8: caspase-8 TRAIL sensitization; NB7+C8 cells + TRAIL, ATPlite viability luminescence; inhibition (viability loss, TRAIL sensitization), % at 10 µM; hit rate 1% among 360,000;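 active means compounds causing at least 50% loss of cell viability in the single-dose screen, relative to plate controls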
NOD2-RIPK2 inh: inhibitors of human NOD2-RIPK2 interaction; hit rate 0.38% among 360,000; inhibition, % at 4.98 µM; AID 624267; CHO BLA complementation NOD2-RIPK2, CCF4 ratio; in the data active means inhibition above about 21%;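 further: 0% = vehicle only and 100% = reference blocker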
COUP-TFII inh: blocks human COUP-TFII nuclear receptor | inhibition, % at 8.6 µM | HEK293T NGFI-A luciferase reporter, luminescence | hit rate 0.7% among 370,000;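 active means inhibition above a per-plate cutoff, mean inhibition of test wells between control levels plus 3 SD, cut at about 38% in these data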;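 further: cells cotransfected with COUP-TFII expression vector driving the NGFI-A reporter; 0% = median of COUP-TF2 test wells and 100% = reporter-only cells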
SRC3 inh: inhibitors of human steroid receptor coactivator 3 (SRC3); Q9Y6Q9; HEK293 GAL4-SRC3 luciferase reporter, luminescence; inhibition, % at 3.6 µM; hit rate 0.17% among 360,000; AID 588352;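 active means inhibition above a per-campaign cutoff, the mean of all compounds plus 3 SD, cut at about 60% in these data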;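 further: 0% = DMSO-treated cells and 100% = gossypol-treated cells at 36 µM; higher means less SRC3-driven luciferase light from the GAL4 reporter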
NR5A2 inv ag: suppresses constitutive activity of human LRH-1 | HEK293T StAR-luciferase reporter, LRH-1 transfected, 24 h | inhibition, % at 3.6 µM | hit rate 0.13% among 360,000 | AID 602396;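 active means inhibition above the mean inhibition of all tested compounds plus 3 SD, cut at about 73% in these data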;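 further: 0% = DMSO wells and 100% = reporter-only cells lacking LRH-1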
Vif imaging: blocks HIV Vif function; HEK293T cells, Vif self-association by quenched fluorescence, imaging, 24 h; inhibition, % at 7.49 µM; hit rate 0.35% among 340,000; AID 602346; in the data active means inhibition above about 50%, passing the limit was not always enough; inconclusive means no clear call, values can overlap the other calls; inactive means below about 31%; further: some results filed as inactive read as strong as hits
TLR9-MyD88 inh: inhibitors of human TLR9-MyD88 binding; hit rate 0.21% among 340,000; CHO BLA complementation TLR9-MyD88, CCF4 FRET ratio; inhibition, % at 4.98 µM;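 active means inhibition above the mean over all tested compounds plus 3 SD, cut at about 21% in these data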;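 further: 0% = DMSO only wells and 100% = clavulanate BLA inhibitor control wells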
Target sequence (Q99836 whole entry, looked up): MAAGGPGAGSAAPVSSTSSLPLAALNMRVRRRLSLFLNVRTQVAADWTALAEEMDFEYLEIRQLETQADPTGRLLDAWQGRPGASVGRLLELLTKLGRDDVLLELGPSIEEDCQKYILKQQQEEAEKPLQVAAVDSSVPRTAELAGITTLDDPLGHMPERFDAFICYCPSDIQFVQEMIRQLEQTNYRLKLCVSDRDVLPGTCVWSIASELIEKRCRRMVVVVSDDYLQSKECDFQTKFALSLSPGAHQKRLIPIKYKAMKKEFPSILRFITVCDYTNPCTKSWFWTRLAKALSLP
Target sequence (Q9NR96 whole entry, looked up): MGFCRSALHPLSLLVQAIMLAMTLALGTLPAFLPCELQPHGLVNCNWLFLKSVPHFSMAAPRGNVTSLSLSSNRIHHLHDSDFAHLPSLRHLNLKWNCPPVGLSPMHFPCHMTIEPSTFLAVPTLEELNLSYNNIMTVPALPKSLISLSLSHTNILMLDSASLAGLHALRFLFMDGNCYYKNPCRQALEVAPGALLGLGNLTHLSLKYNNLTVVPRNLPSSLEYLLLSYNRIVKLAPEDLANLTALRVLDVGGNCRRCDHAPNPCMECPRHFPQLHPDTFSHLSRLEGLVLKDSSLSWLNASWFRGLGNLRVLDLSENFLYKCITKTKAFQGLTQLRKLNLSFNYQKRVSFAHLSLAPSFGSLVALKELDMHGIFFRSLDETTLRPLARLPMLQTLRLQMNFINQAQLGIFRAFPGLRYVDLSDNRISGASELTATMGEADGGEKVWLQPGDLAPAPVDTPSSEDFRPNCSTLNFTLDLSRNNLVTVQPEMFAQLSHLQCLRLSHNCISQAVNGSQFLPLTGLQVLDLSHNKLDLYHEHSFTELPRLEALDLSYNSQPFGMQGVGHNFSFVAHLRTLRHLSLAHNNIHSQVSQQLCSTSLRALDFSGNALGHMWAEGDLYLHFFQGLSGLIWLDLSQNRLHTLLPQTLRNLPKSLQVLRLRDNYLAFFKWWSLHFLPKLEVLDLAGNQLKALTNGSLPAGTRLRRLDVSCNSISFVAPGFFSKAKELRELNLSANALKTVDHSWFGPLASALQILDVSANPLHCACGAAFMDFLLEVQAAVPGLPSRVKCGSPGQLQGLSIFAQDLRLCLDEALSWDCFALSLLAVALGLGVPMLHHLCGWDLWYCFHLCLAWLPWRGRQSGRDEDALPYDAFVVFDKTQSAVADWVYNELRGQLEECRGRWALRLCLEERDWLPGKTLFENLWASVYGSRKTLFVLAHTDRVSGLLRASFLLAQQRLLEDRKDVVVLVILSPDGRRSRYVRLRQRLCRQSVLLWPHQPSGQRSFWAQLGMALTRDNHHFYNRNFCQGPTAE
EBV LMP1 NFkB: reduces LMP1-driven NF-kappaB luciferase signal. LMP1-induced NF-kappaB luciferase reporter cells, luminescence. inhibition, % at 12.5 µM. hit rate 0.69% among 350,000; in the data active means inhibition above about 41%; inconclusive means no clear call, values can overlap the other calls;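 further: 0% = neutral control wells and 100% = reference inhibitor control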
SRC1 inh: inhibits human SRC1 coactivator | hit rate 0.12% among 360,000 | Q15788 | inhibition, % at 3.6 µM | AID 588354 | HEK293 GAL4-SRC1 luciferase reporter, luminescence;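 active means inhibition above the campaign mean plus 3 SD, with each screening campaign given its own cutoff, cut at about 60% in these data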;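 further: 0% = DMSO treated cells and 100% = gossypol at 36 µM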
TROY NFkB inh: blocks TROY-dependent signaling in reporter cells. Q293 LMP1-TROYcd NF-kB luciferase reporter, 4 h. AID 1347056. inhibition, % at 10 µM. hit rate 0.98% among 360,000;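 active means compounds whose plate-normalised and pattern-corrected inhibition of the luciferase reporter signal at the single screening dose is 50% or more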
NCOA2 inhibitor: human SRC2 (NCOA2) inhibition | Q15596 | HEK293 GAL4-SRC2 luciferase reporter, luminescence | inhibition, % at 9 µM | hit rate 0.17% among 370,000;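 active means inhibition above the mean inhibition of all tested compounds plus 3 SD, set per campaign, cut at about 52% in these data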;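 further: 0% = DMSO treated cells and 100% = cells given Gossypol at 36 µM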
* hit, by the source's call; ? = inconclusive; / = no result given.

SMILES | TRAIL sens C8 | NOD2-RIPK2 inh | COUP-TFII inh | SRC3 inh | NR5A2 inv ag | Vif imaging | TLR9-MyD88 inh | EBV LMP1 NFkB | SRC1 inh | TROY NFkB inh | NCOA2 inhibitor
COc1ccc(/C=C/C(=O)OCCNC(=O)c2ccncc2)cc1OC | 9.3 | -5.0 | 8.5 | 7.2 | -6.6 | -1.3 | 8.9 | 1.6 | -3.6 | -3.3 | -12.4
COc1ccc(NC(=O)NNC(=O)c2cc3ccccc3cc2O)cc1 | 3.1 | -3.0 | -14.1 | -18.0 | -1.7 | -1.4 | -1.2 | -1.7 | -3.7 | -6.8 | 22.0
Cc1cc(C)c(NC(=O)Nc2ccccc2)c(C)n1 | -8.2 | -8.5 | 15.6 | 7.2 | 16.1 | -4.3 | 0.8 | -1.9 | -4.0 | 4.5 | -7.4
COc1ccc(-c2nnc(SCC(=O)Nc3cccc(Cl)c3)o2)cc1 | -0.3 | 1.6 | -28.3 | -49.8 | -87.4 | -13.9 | -11.0 | -33.8 | -57.0 | -11.2 | -38.9
CC(C)C1Oc2ccccc2N(CC(=O)N(C)C2CCCCC2)C1=O (centres undefined) | 1.2 | -4.9 | 19.2 | 7.9 | 6.5 | ? | 6.9 | 3.2 | 4.3 | -8.9 | 23.3
CCCc1cc(=O)oc2c3c(c4c(c12)OC(C)(C)C=C4)OC(C)C(C)C3O (centres undefined) | 78.3* | -11.6 | 18.0 | 15.4 | 5.2 | -10.5 | -5.4 | 6.4 | -7.3 | 4.6 | 5.9
Cn1cc(Br)c(C(=O)n2cc(Br)cn2)n1 | -5.3 | 3.5 | 14.5 | -4.8 | -8.3 | 1.3 | -11.0 | 1.3 | 5.3 | -14.2 | -0.8
CSc1ccccc1NC(=O)CN(C)C(=O)Cc1c[nH]c2ccccc12 | 1.6 | -2.4 | -6.5 | 0.8 | 6.3 | -5.6 | 5.0 | -20.9 | -19.1 | -14.1 | -33.0
C=CCC[C@@H](Cc1ccc(F)cc1)C(=O)OC[C@@H](C)NC(=O)[C@@H](CC=C)CC(=O)N[C@H](CO)Cc1ccccc1 | 3.7 | 7.4 | 1.1 | 15.8 | -5.0 | -17.4 | 6.2 | 5.2 | -20.9 | -5.1 | -2.0
O=[N+]([O-])c1ccc(CN2CCN(Cc3c[nH]c4ccccc34)CC2)cc1 | -0.7 | -7.5 | -6.3 | 0.3 | 11.0 | -2.2 | 10.8 | -2.8 | 2.2 | 8.5 | -13.2
COc1ccc(CNC(=O)Nc2ccc(C)c(C)c2)cc1 | -4.7 | -9.7 | 25.9 | 2.2 | -1.6 | -13.6 | -2.2 | -1.5 | -4.3 | -20.1 | -6.7
CSc1cccc(NC(=O)Nc2ccccc2C(N)=O)c1 | 1.0 | -3.0 | 11.1 | 4.2 | 20.0 | -1.1 | 4.3 | 0.4 | 5.5 | -60.3 | -2.0
O=C(CSc1ncn[nH]1)Nc1ccnc2ccccc12 | -2.8 | 8.0 | 2.1 | 7.3 | -16.7 | 2.1 | 5.3 | 6.3 | 20.5 | -1.8 | 2.0
CN1CCN(CC(=O)Nc2ccc(S(=O)(=O)N(C)C)cc2)CC1 | -9.3 | -0.1 | -3.7 | -6.3 | -16.8 | -3.8 | -14.3 | 0.4 | 6.8 | 16.8 | -42.9
O=C(COC(=O)Cn1cnc2ccccc21)Nc1cccc2c1C(=O)c1ccccc1C2=O | 6.8 | -1.9 | -5.9 | -17.6 | -37.4 | 11.1 | -1.5 | -3.0 | 3.2 | -24.4 | -17.1
CCOC(=O)c1cnc2c(OC)cccc2c1Oc1ccccc1 | -6.7 | -2.8 | -4.6 | -0.6 | 6.2 | -6.9 | 10.9 | -6.3 | 0.9 | -8.1 | 24.4
O=C(CN1CCN(Cc2ccccc2)CC1)Nc1ccc(F)c(F)c1 | -3.2 | 1.2 | -1.6 | -5.1 | -8.8 | -3.4 | -4.4 | -4.1 | -22.1 | 1.1 | 1.8
CCSc1cc(N2CC(C)OC(C)C2)nc(-c2ccccc2Cl)n1 (centres undefined) | 0.7 | 3.5 | -0.3 | 4.5 | 10.0 | / | -1.9 | 16.8 | 2.9 | 0.7 | -17.4
COCCCNC(=O)CSc1nc2ccccc2c(=O)n1CCCC(=O)NCC1CCCO1 (centres undefined) | -6.8 | -5.8 | -3.6 | 2.7 | 1.8 | 5.7 | 9.1 | -2.2 | -12.1 | 8.5 | -6.5
CCCCNS(=O)(=O)c1ccc(NC(=O)c2cccs2)cc1 | 2.0 | 0.4 | 8.6 | -2.4 | 11.4 | -15.2 | 2.0 | 5.8 | 10.0 | -37.8 | -15.6
CC(C)CC(=O)Nc1ccc2c3c(cccc13)CC2 | -9.7 | 0.3 | 12.8 | -10.0 | -23.1 | -2.8 | -4.6 | 0.9 | -1.0 | -8.2 | 15.0
O=C(c1ccc(S(=O)(=O)Nc2ccc(F)cc2)cc1)N1CCN(C(=O)c2ccco2)CC1 | 8.7 | -0.8 | 14.2 | 21.4 | 14.4 | -16.9 | 0.0 | 13.1 | 2.9 | -5.1 | 25.7
COc1ccccc1OC1OC2COC(c3ccco3)OC2C(O)C1NC(C)=O (centres undefined) | 1.7 | -0.1 | -3.6 | 11.0 | 9.2 | 4.2 | -6.6 | 0.1 | -27.7 | 0.5 | 1.9
O=C(Nc1nc2ccccc2[nH]1)c1ccc([N+](=O)[O-])cc1 | 51.4* | -11.4 | -19.3 | -88.9 | -117.2 | -3.4 | -6.6 | -0.5 | -114.6 | -35.5 | -49.6
Cc1cccc(N(CC(=O)NC(C)C)C(=O)CCC(=O)Nc2nccs2)c1 | 5.6 | -2.3 | -4.5 | 2.9 | 13.5 | -4.7 | 3.3 | -16.7 | -20.1 | 0.1 | 0.3
New compounds follow
SMILES | TRAIL sens C8 | NOD2-RIPK2 inh | COUP-TFII inh | SRC3 inh | NR5A2 inv ag | Vif imaging | TLR9-MyD88 inh | EBV LMP1 NFkB | SRC1 inh | TROY NFkB inh | NCOA2 inhibitor
O=C(CN1C(=O)CSc2ccccc21)N/N=C/c1ccco1 | 7.5 | -2.4 | 7.0 | 19.0 | -4.2 | -4.0 | -7.8 | 7.4 | -26.2 | 10.8 | 8.0
Cc1cc2ccccc2n1CCC(=O)O | -1.4 | -0.4 | -2.8 | 7.3 | 5.0 | -4.6 | 13.1 | 2.5 | -13.4 | 4.6 | -21.9
CN(C)S(=O)(=O)N1CCN(c2ccc([N+](=O)[O-])c(N3CCOCC3)c2)CC1 | 6.9 | 2.7 | -3.7 | 2.8 | 40.8 | / | -8.2 | 4.6 | 5.2 | 13.7 | -1.7
Cc1c([N+](=O)[O-])c([N+](=O)[O-])nn1CC(=O)NCCc1ccccc1 | -8.2 | -4.7 | -0.8 | 13.6 | 2.9 | 0.4 | -1.8 | 8.5 | -31.8 | -1.6 | -33.6
Cc1ccccc1CN1CCN(S(=O)(=O)c2ccc(F)cc2)CC1 | -12.8 | 5.1 | 6.3 | -16.3 | 1.5 | 7.3 | -4.2 | 2.6 | -6.1 | 13.3 | -15.8
CC1=C(C(=O)N2CCOCC2)CC(CC(=O)NCCCCc2ccccc2)C(=O)N1CCCN1CCCC1=O (centres undefined) | -4.1 | 0.2 | -12.8 | 6.5 | -3.8 | -3.3 | 3.5 | -0.2 | -46.0 | 3.7 | -22.7
O=C1NC[C@H](Cc2ccc(O)cc2)N(C[C@@H]2CCCN2C[C@H](Cc2ccccc2)N2C[C@H](Cc3ccccc3)N(CC3CCCCCC3)C(=O)C2=O)C1=O | -6.2 | -5.3 | 14.4 | / | -10.5 | / | / | / | / | -7.7 | 10.3
CCOc1ccccc1OCCCC(=O)N(C)CC(=O)Nc1cc(C)ccc1C | -1.1 | -6.5 | -6.4 | 11.8 | -2.2 | -1.3 | -24.7 | 2.5 | -1.1 | 10.9 | 11.7
N#CC1(C#N)CC(C=O)=C(N)C1(C#N)CC(=O)C12CC3CC(CC(C3)C1)C2 (centres undefined) | -10.7 | 8.8 | 3.8 | 17.5 | -22.1 | 1.9 | 0.2 | 20.2 | 0.5 | 31.0 | -11.4
S=C(c1ccc(-c2cccc(Cl)c2)o1)N1CCOCC1 | 19.1 | -5.5 | -50.8 | -51.7 | -161.6 | -2.3 | 2.5 | -44.2 | -97.3 | -51.9 | -63.4
COc1ccc(C(O)c2nc(-c3ccoc3)cs2)cc1 (centres undefined) | 7.1 | 2.6 | -8.0 | 6.0 | 22.1 | 3.7 | / | / | -21.1 | -5.4 | -26.2
Cc1ccnc(NC(=O)c2ccc([N+](=O)[O-])o2)c1 | 8.7 | -0.6 | -20.6 | -100.1 | 33.5 | 6.4 | 2.4 | -16.4 | -51.8 | 14.0 | -32.5
Cc1ccc(-n2nc3c(N4CCC(C(=O)N5CCCCCC5)CC4)nnc(C)c3c2C)cc1 | -4.4 | -8.0 | / | 1.7 | 8.8 | 2.1 | -0.1 | -12.9 | -6.4 | 21.8 | /
CCCCOP(=O)(c1ccc(N(C)C)cc1)C(O)c1ccc(C(C)C)cc1 (centres undefined) | -0.5 | -6.3 | 4.0 | 4.0 | 15.9 | 2.4 | 1.2 | 8.0 | 13.3 | -14.3 | -12.6
O=S(=O)(c1ccc(Cl)cc1)N1CCN(C(=S)NCC2CCCO2)CC1 (centres undefined) | -6.7 | -1.3 | -32.0 | -15.7 | 4.2 | 0.7 | -3.6 | -0.9 | -5.2 | -5.0 | 4.1
CCCc1cc(=O)[nH]c(SCC(=O)c2cc(C)n(C3CC3)c2C)n1 | -14.8 | -7.8 | 3.1 | 19.4 | 1.5 | -7.4 | -8.9 | 13.3 | 8.3 | -13.5 | -1.6
Cc1cc(-c2ccc(S(=O)(=O)N3CCN(c4cccc(C)c4C)CC3)s2)on1 | 0.4 | 6.9 | 10.5 | -18.6 | 2.7 | 8.1 | -1.4 | 1.1 | -4.6 | 12.0 | -31.6
CCC(=O)N1CCc2cc(S(=O)(=O)N3CCN(C(=O)c4ccco4)CC3)ccc21 | -10.7 | 3.1 | 14.0 | 5.2 | 0.8 | 8.2 | -4.5 | 4.9 | 7.9 | 7.6 | 3.4
Cc1ccc2[nH]c3c(c2c1)CCCC3NCCO (centres undefined) | -4.4 | -1.2 | 4.6 | 5.8 | -6.1 | 21.9 | 0.7 | 0.6 | -14.0 | 4.5 | 4.6
Cc1nc(C(C)NC(=O)c2cc(COc3ccc(F)c(F)c3)on2)cs1 (centres undefined) | -16.4 | 2.3 | 1.4 | 1.6 | 5.8 | -3.7 | 8.1 | 8.3 | -10.4 | -21.6 | -2.4

Complete entries as entered above. Values in the order: TRAIL sens C8	NOD2-RIPK2 inh	COUP-TFII inh	SRC3 inh	NR5A2 inv ag	Vif imaging	TLR9-MyD88 inh	EBV LMP1 NFkB	SRC1 inh	TROY NFkB inh	NCOA2 inhibitor
Cc1cc(C)c(NC(=O)Nc2ccccc2)c(C)n1 reads -8.2	-8.5	15.6	7.2	16.1	-4.3	0.8	-1.9	-4.0	4.5	-7.4
O=C1NC[C@H](Cc2ccc(O)cc2)N(C[C@@H]2CCCN2C[C@H](Cc2ccccc2)N2C[C@H](Cc3ccccc3)N(CC3CCCCCC3)C(=O)C2=O)C1=O reads -6.2	-5.3	14.4	/	-10.5	/	/	/	/	-7.7	10.3
COc1ccccc1OC1OC2COC(c3ccco3)OC2C(O)C1NC(C)=O (centres undefined) reads 1.7	-0.1	-3.6	11.0	9.2	4.2	-6.6	0.1	-27.7	0.5	1.9

An excerpt; count on the stated rates, not on these rows.
